High-throughput results: PubChem BioAssay, National Center for Advancing Translational Sciences (NCATS)
TCR act = T cell receptor activation. primary human leukocytes, anti-CD3, IL-2 HTRF, 48 h. Potency, µM (series often up to 9.22 µM), for the others: at the top dose activation of IL-2 secretion, most hits filed as activators. 330,000 tested, under 10 active. AID 504894; further: % of control where 0% means no effect
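IL-2 release read by HTRF sandwich (Eu cryptate donor, d2 acceptor, 665 nm emission) after 48 hr exposure of primary human leukocytes to compound together with anti-CD3 beads in the absence of co-stimulatory signals.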
TRPV1 agonist = activates the human vanilloid receptor TRPV1; Q8NER1; TRPV1-expressing cells, Fluo-8 calcium influx, agonist mode; activation, % at 8.33 µM; hit rate 0.19% among 320,000; AID 540275; in the data active means activation above about 80%; inconclusive means between about 30% and that limit; further: 0% is about no effect
Target sequence (Q8NER1 whole entry, looked up): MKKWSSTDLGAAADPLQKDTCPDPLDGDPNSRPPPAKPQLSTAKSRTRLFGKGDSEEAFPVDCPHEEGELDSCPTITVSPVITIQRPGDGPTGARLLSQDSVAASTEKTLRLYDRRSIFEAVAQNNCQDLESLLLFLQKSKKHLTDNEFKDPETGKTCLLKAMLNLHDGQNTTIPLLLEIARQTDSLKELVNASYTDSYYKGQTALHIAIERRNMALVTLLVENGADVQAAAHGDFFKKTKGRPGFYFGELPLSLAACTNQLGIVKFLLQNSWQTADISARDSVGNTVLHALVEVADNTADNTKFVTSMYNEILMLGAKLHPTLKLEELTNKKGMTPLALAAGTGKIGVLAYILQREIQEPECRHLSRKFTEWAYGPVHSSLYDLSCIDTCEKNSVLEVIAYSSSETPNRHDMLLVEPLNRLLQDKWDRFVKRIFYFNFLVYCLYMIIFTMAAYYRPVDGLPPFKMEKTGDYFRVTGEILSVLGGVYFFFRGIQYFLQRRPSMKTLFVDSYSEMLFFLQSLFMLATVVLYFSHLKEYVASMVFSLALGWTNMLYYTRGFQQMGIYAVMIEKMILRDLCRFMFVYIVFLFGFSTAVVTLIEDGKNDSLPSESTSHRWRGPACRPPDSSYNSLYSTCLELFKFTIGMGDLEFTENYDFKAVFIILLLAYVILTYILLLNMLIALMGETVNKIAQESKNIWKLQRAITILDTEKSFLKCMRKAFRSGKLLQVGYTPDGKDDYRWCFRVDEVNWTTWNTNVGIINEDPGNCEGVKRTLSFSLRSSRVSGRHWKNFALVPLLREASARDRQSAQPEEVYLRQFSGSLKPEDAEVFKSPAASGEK
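Cells expressing TRPV1 were dye-loaded with Fluo-8 and read kinetically: 10 s baseline, 3 min after compound (agonist portion), then 2 min after EC20 capsaicin (allosteric enhancer portion). Calcium-bound dye fluorescence at 480/520 nm.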
PTAP TSG101 blk = blocks PTAP/TSG101 interaction to inhibit HIV-1 budding | Q99816 | Fluorescence polarization, FITC-PTAP peptide / Tsg101 binding | Potency, µM (top dose mostly 115 µM), inactives show top-dose activity change, negative = inhibition, most hits filed as inhibitors | 340,000 tested, under 10 active | AID 493005; active means well fitted inhibition curve with a large enough effect in the main read-out, with a control signal flat, not every such curve was filed as active; inconclusive means small, poorly fitted or top-dose-only effect, or effect the other way, or a change in a side signal; inactive means no such curve, though single readings can be large or run the other way; further: potency means the concentration at half of the fitted maximal effect; % of control where 0% means no effect
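Steps: Tsg101 binding domain dispensed (10 uM final), compounds pinned in DMSO, FITC-labeled PTAP-motif peptide added (50 nM final); after 20 min binding at room temperature, polarization measured.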
BRCA1 expr act = BRCA1 expression activation | MCF7-BRCA1-FFLuc reporter, luminescence, 48 h; response scale: scaled: vehicle 0%, 10 µM genistein 100% | hit rate 1.1% among 380,000 | Potency, µM (highest dose often 46.1 µM), for the others: top-dose activation, usual class: activators; further: potency means the concentration at half of the fitted maximal effect; nearly all actives have a fitted effect of over 80% in size; some results filed as inactive show a strong effect at the top dose
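Luminescence from a BRCA1-driven firefly luciferase in MCF7 cells was the read-out, taken 15 min after substrate addition following 48 h compound exposure at 37 °C. Data were normalized to a 10 microM genistein control and DMSO vehicle.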
ELG1 repair inh = inhibitors of ELG1-dependent DNA repair in HEK293T cells; Potency, µM (top dose mostly 46.1 µM), for the others: at the highest dose activity change, negative = inhibition, hits mostly inhibitors; hit rate 2.3% among 330,000; HEK293T ELG1-luciferase reporter, luminescence, 16 h; DNA damage induced by 5-fluorouridine; further: potency means the concentration at half of the fitted maximal effect; on the % scale 0 is the no-effect control and ±100 the full control effect; nearly all actives have a fitted effect of over 55% in size
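Reporter activity after DNA damage by 5-fluorouridine is monitored. Compound-treated cells incubate 16 hr at 37 °C, then ONE-Glo is added for 30 min before luminescence reading.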
MLL CXXC-DNA inh = MLL CXXC-DNA interaction inhibition | MLL-CXXC / FITC-HOXA9 DNA fluorescence polarization | Potency, µM (top dose mostly 115 µM), for the others: top-dose activity change, negative = inhibition, hits mostly inhibitors | hit rate 0.037% among 290,000; active means well fitted inhibition curve with a large enough effect in the polarisation, with a control signal flat, not every such curve was filed as active; inconclusive means small, poorly fitted or top-dose-only effect, or effect the other way, or a change in a side signal; inactive means no such curve, though single readings can be large or run the other way; the % refers to the polarisation; further: potency means the concentration at half of the fitted maximal effect
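Steps: dispense CXXC domain solution (7 uM) → pin compounds or unlabeled HOX-A9 DNA control → 5 min ambient → add FLSN-HOX-A9 solution (50 nM) → spin → 30 min ambient → fluorescence polarization. Tris pH 7.5/NaCl/DTT/BSA buffer.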
Integrin act MD = integrin-mediated muscular dystrophy alleviation activation. alpha7betagal myoblasts, beta-gal FDG fluorescence, 48 h. Potency, µM (series often up to 38.3 µM), inactives show at the top dose activation, usual class: activators. hit rate 0.064% among 350,000;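 further: potency means the concentration at half of the fitted maximal effect; 100% = response of the positive control SU9516; nearly all actives have a fitted effect of over 60% in size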
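Alpha7betagal+/- myoblasts (passage 13) were plated 16-24 hr, then exposed to compounds (1:260 dilution of DMSO stock) for 48 hours at 37C. After MPER lysis, β-galactosidase reporter activity was read as FDG fluorescence (ex 480/em 540) after 30 minutes.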
B2AR arrestin = beta2AR (human) beta-arrestin recruitment activity. beta-arrestin recruitment to beta2AR, cell-based reporter. AID 492947. Potency, µM (highest dose often 46.1 µM), for the others: at the highest dose activation, hits mostly activators. P07550. hit rate 0.02% among 330,000;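 further: potency means the concentration at half of the fitted maximal effect; 0% = DMSO controls and full agonism = EC100 isoproterenol or metaproterenol; nearly all actives have a fitted effect of over 65% in size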
AT treatment = potential ataxia-telangiectasia treatment. Potency, µM (doses to about 57.5 µM), inactives show at the highest dose activation, most hits filed as activators. hit rate 0.19% among 320,000. […] A-T fibroblasts, KAP-1 phosphorylation AlphaLISA; neocarzinostatin DNA damage 30 min before lysis; further: potency means the concentration at half of the fitted maximal effect; % of control where 0% means no effect; nearly all actives have a fitted effect of over 45% in size
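ATM-like activity read as KAP-1 phosphorylation via AlphaLISA donor/acceptor antibody pairs after lysis and 6 hr at 25C. Cells were ATM-null patient fibroblasts ([…], hTERT), dosed 60 min, then exposed to the DSB inducer NCS for 30 min.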
p53 reactivation = mutant p53 re-activation in reporter cells; H1299 p53-A138V BP100-luciferase reporter, luminescence, 24 h; Potency, µM (titrated, usually from 92.2 µM), without a hit: at the highest dose activity change, positive = activation, hits mostly activators; hit rate 0.063% among 320,000; AID 504706; further: potency means the concentration at half of the fitted maximal effect; % of control where 0% means no effect; nearly all actives have a fitted effect of over 45% in size
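H1299 (p53-null), stable ts p53-A138V + BP100-Luc; 1000 cells/well, Opti-MEM/10% FBS; cpd 4 pt, 1:5; 24 h, 37 deg C, 5% CO2; detection reagent 10 min RT; luminescence.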
* hit, by the source's call; ? = inconclusive; / = not tested or not shown; [ ] = dose if it differs, or a comment. Unless noted, the call rests on the fitted dose curve; in most records, active means well fitted curve in the direction sought with a large enough effect; inconclusive means small, poorly fitted or top-dose-only effect, or another doubt; inactive means no such curve, though single readings can be large; an effect the other way counts as inactive or inconclusive. Rows are unselected. Share with any hit: about 3.8%.

Values run as follows: TCR act	TRPV1 agonist	PTAP TSG101 blk	BRCA1 expr act	ELG1 repair inh	MLL CXXC-DNA inh	Integrin act MD	B2AR arrestin	AT treatment	p53 reactivation
- Cn1c(=O)[nH]c(=O)c2c1nc(CN1CCN(c3ccc(F)cc3)CC1)n2CCc1ccccc1
→ -1.5%[46.1 µM]	0.2	-2.0%	1.9%	?	-4.1%	2.1%	-1.2%	-1.3%	-2.0%
- COc1ccccc1CN(C)CC(=O)Nc1cccc2ccccc12
→ -19.5%	?	0.3%	-28.8%	-8.3%	2.9%	-27.4%	-0.1%	0.9%	-5.3%
- COc1ccc(C(=O)NNC(=O)c2ccc(F)c(S(=O)(=O)N3CCOCC3)c2)cc1
→ -0.7%	/	-0.3%	12.3%	-12.6%	/	2.1%	-0.5%	5.5%	-6.9%
- Cc1ccc(Nc2ccc([N+](=O)[O-])ccc2=O)cc1
→ -1.8%	/	?	0.0%	/	/	4.2%	/	/	/
- COc1ccc(S(=O)(=O)N2CCC(C(N)=O)(N3CCCCC3)CC2)cc1OC
→ 1.4%	2.3	-2.7%	-3.5%	-0.3%	1.7%	2.9%	-0.5%	-5.6%	-3.3%
- Cc1noc(C)c1-c1nnc(-c2ccc(OC(F)(F)F)cc2)o1
→ 2.4%	23.9	-2.4%	16.9%	?	6.4%	-3.1%	0.0%	7.4%	2.8%
- O=C(CNC(=O)c1cccc(F)c1)N/N=C/c1cccs1
→ 1.5%	-4.0	-1.9%	17.3%	12.8%	24.3%	-25.0%	3.6%	6.5%	3.0%
- O=c1c2c(nc3nc(COc4ccccc4)[nH]n13)CCC2
→ -1.0%	-0.5	-0.1%	-5.0%	3.6%	-1.9%	-7.8%	0.3%	11.9%	?
- O=C(O)c1ccc2c(c1)C(=O)N(c1ccccc1-c1ccccc1)C2=O
→ 0.9%	-2.1	0.5%	-2.6%	9.6%	-4.4%	25.0%	-0.2%	-2.7%	-0.5%
- CCn1c(SCc2nc3scc(-c4ccccc4)c3c(=O)[nH]2)nnc1-c1cccs1
→ 1.6%[46.1 µM]	-0.2	0.0%	-66.6%	?	22.5%	25.1%	-0.4%	3.0%	-0.4%
- O=[N+]([O-])c1ccccc1S(=O)(=O)Nc1cccc(S(=O)(=O)N2CCCC2)c1
→ -2.8%	/	-6.2%	-2.8%	12.5%	/	-14.2%	-0.2%	-9.4%	1.6%
- N#Cc1c(N)oc(-c2ccccc2)c1-c1ccccc1
→ -5.1%	-2.7	-5.5%	-21.5%	-4.1%	12.1%	8.5%	-0.2%	0.6%	-0.3%
- Cc1ccc(O)c(CNc2ccccn2)c1
→ -2.9%	19.9	-5.3%	15.8µM*	?	-5.0%	17.0%	-0.2%	-2.3%	64.7%
- Cc1c(C)c2ccc(O[C@@H]3O[C@H](CO)[C@@H](O)[C@H](O)[C@H]3O)c(C)c2oc1=O
→ 4.6%	2.9	-0.7%	-1.0%	8.9%	10.3%	9.3%	0.2%	-14.7%	8.7%
- CCC(NC(=O)c1cccc(Cn2cc([N+](=O)[O-])cn2)c1)c1ccc(C(C)C)cc1 (stereo not given)
→ -4.1%	7.6	-4.8%	-31.0%	?	-7.1%	17.7%[7.66 µM]	-1.7%	-1.0%	3.0%
- CCOC(=O)c1c(C)n(C)c2ccc(OC)c([N+](=O)[O-])c12
→ 1.3%	4.7	-0.4%	31.7%	10.6%	-2.6%	-10.6%	0.3%	-4.3%	4.7%
- CCOC(=O)c1cc(C(C)(C)C)oc1CN
→ -5.8%[46.1 µM]	0.1	1.5%	-24.6%	-6.2%	2.2%	-9.9%	2.8%	-1.5%	-11.3%
- CC1(c2nnc(Cc3ccccc3)o2)CC(c2ccccc2)=NO1 (stereo not given)
→ 0.4%	/	-3.0%	-7.3%	/	/	6.4%	/	/	/
- CC(=O)c1cccc(NC(=O)Nc2ccc(C(=O)N3CCCC3)cc2)c1
→ /	-1.0	-7.1%	36.2%	6.51µM*	-3.5%	-36.7%	0.5%	4.6%	-0.5%
- COc1ccc(Cl)cc1NC(=O)CN(C)C(=O)CN1C(=O)NC(C)(C)C1=O
→ 5.3%	-1.0	-1.6%	2.4%	0.0%	/	-9.5%	-0.1%	4.6%	?
- Cc1ccc(CNC(=O)C2CCN(c3nn4c(=O)cc(C)nc4s3)CC2)cc1
→ -6.5%	1.6	-1.0%	-0.6%	15.6%	8.8%	20.1%	-0.6%	4.7%	7.8%
- O=c1[nH]cc(-c2ccc(Br)cc2)n1Cc1ccccc1
→ 2.6%	1.0	-1.1%	-38.3%	13.0%	8.1%	-7.7%	0.1%	17.6%	7.7%
- Brc1cnc2nc(SCc3nc4ccccc4[nH]3)[nH]c2c1
→ 7.1%	6.2	-8.2%	-18.1%	0.2%	-10.9%	9.0%	-0.3%	-1.1%	7.0%
- COc1ccc(CCNC(=O)Cc2ccc(NC3=NC4CS(=O)(=O)CC4S3)cc2)c(OC)c1 (stereo not given)
→ -13.2%	-2.4	-0.7%	-12.3%	2.3%	/	-5.4%	-1.2%	8.5%	9.6%
- O=C(NC1CCCCC1)N(Cc1cc2cc3c(cc2[nH]c1=O)OCCO3)CC1CCCO1 (stereo not given)
→ 4.2%	?	-8.1%	1.1%	?	-7.8%	-7.4%[7.66 µM]	14.1%	-6.2%	-0.6%
- O=C(CSc1nnc(-c2ccc(Cl)cc2)n1-c1ccccc1)N/N=C/c1ccccc1C(=O)O
→ 1.0%	-0.9	2.2%	-2.1%	6.3%	3.7%	-14.7%	-0.1%	-5.4%	-2.9%
- NC(=O)CC(NC(=O)Cc1ccc(Br)cc1)c1ccc(NC2CCCCCCC2)c([N+](=O)[O-])c1 (stereo not given)
→ 2.1%	/	11.1%	-60.3%	/	/	-19.8%	/	/	/
- O=S(=O)(NCc1ccccc1)c1cccc(S(=O)(=O)N2CCOCC2)c1
→ -3.3%	5.8	-8.8%	6.8%	-23.0%	5.2%	30.7%	-0.3%	3.0%	-5.7%
- CC(=O)Nc1ccc(NC(=O)Cn2cc3c(n2)CCCC3)cc1
→ 2.2%	-2.3	-6.9%	-2.8%	3.7%	1.9%	?	-0.1%	-0.5%	0.6%
- Cc1nc2c3ccccc3nc(NNC(=O)CCC(=O)NC(C)C)n2n1
→ 6.1%	-4.2	0.1%	11.5%	5.2%	-14.9%	-8.0%	-0.7%	4.5%	-3.3%

An excerpt from above, reduced to ELG1 repair inh and Integrin act MD:
smiles,ELG1 repair inh,Integrin act MD
O=c1c2c(nc3nc(COc4ccccc4)[nH]n13)CCC2,3.6%,-7.8%
O=C(O)c1ccc2c(c1)C(=O)N(c1ccccc1-c1ccccc1)C2=O,9.6%,25.0%
CCn1c(SCc2nc3scc(-c4ccccc4)c3c(=O)[nH]2)nnc1-c1cccs1,?,25.1%

Additional entries:
Values run as follows: TCR act	TRPV1 agonist	PTAP TSG101 blk	BRCA1 expr act	ELG1 repair inh	MLL CXXC-DNA inh	Integrin act MD	B2AR arrestin	AT treatment	p53 reactivation
- Cc1ccc2nc(COC(=O)c3ccc(Cl)nc3)cc(=O)n2c1
→ -3.8%	/	-0.1%	1.1%	7.0%	/	16.1%	-0.4%	3.9%	21.7%
- CCOC(=O)C1CCN(C(=O)CSCCSCC(=O)N2CCC(C(=O)OCC)CC2)CC1
→ -1.2%	5.8	-3.1%	-1.1%	?	1.2%	-6.9%	0.2%	15.4%	2.8%
- C/C(=N\NC(=O)c1cc(C(C)C)[nH]n1)c1ccncc1
→ -0.8%	2.0	-3.9%	35.3%	?	2.1%	0.4%	-0.1%	-5.0%	18.1%
- O=C(O)c1cccc(CSc2nnc(-c3cccnc3)o2)c1
→ /	-1.9	-4.8%	-2.3%	3.4%	-12.5%	6.2%	0.3%	2.2%	1.4%
- CC1(C)CC(=O)C2=C(C1)N(CC1CCCO1)C(=O)NC2(C(F)(F)F)C(F)(F)F (stereo not given)
→ /	-3.5	-9.9%	-2.4%	8.5%	-3.2%	13.0%	0.0%	8.5%	-1.6%
- O=C(Nc1nncs1)c1cccc(S(=O)(=O)N2CCCCC2)c1
→ 7.0%[46.1 µM]	-1.8	-9.6%	6.0%	-12.3%	-4.8%	5.8%	-1.2%	1.6%	4.7%
